Source: PubChem
LmPK inh: LmPK (Leishmania mexicana) enzyme inhibition. 290,000 tested, 0.37% active. Potency, µM (top dose mostly 57.5 µM), inactives show at the highest dose activity change, negative = inhibition, actives largely listed as inhibitors. Q27686. purified LmPK, Kinase-Glo ATP luminescence, 1 h; also: potency is read from the fitted curve at half-maximal effect; % is scaled to controls: 0 for no effect and ±100 for the full control effect
Target sequence (Q27686 whole entry, looked up): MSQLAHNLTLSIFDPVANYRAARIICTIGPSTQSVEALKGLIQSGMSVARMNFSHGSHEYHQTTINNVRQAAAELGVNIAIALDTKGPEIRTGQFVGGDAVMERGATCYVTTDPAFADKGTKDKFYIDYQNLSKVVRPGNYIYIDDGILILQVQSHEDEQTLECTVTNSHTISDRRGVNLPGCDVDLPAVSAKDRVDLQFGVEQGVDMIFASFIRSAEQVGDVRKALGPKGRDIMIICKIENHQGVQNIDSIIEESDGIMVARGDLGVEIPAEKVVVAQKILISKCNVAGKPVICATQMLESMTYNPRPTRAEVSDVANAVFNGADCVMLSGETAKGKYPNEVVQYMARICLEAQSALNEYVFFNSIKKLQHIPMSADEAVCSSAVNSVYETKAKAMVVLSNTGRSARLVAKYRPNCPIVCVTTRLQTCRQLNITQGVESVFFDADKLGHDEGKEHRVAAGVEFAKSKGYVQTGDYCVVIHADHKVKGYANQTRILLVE
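0.1 nM LmPK, 0.5 mM PEP, 0.1 mM ADP; 50 mM imidazole pH 7.2, 7 mM MgCl2, 50 mM KCl; 1 h RT. Kinase-Glo luminescence readout, normalized to no-enzyme (full inhibition) and uninhibited wells.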
AmpC no deterg: blocks E. coli AmpC beta-lactamase in detergent-free assay; AmpC nitrocefin hydrolysis, absorbance 480 nm, 0.0001% Triton; 330,000 tested, 0.52% active; AID 485341; P00811; Potency, µM (top dose mostly 57.1 µM), for the others: top-dose activity change, negative = inhibition, usual class: inhibitors;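 also: potency is read from the fitted curve at half-maximal effect; plate controls were no compound for no effect and no enzyme for full effect; nearly all actives have a fitted effect of over 20% in size; some results filed as inactive show a strong effect at the top dose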
Target sequence (P00811 whole entry, looked up): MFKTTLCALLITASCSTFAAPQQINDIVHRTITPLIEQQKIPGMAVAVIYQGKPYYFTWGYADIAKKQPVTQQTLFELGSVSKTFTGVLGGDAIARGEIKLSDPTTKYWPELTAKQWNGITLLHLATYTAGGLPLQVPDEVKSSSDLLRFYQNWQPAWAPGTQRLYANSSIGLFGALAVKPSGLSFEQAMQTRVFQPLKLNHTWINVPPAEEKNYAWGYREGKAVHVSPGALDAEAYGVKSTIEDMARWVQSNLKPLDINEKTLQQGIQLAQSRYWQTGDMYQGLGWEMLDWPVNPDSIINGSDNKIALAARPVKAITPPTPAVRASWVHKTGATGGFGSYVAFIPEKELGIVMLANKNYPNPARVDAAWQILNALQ
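AmpC (5.3 nM in the dispensed reagent) in 20 mM phosphate pH 7.0 with 0.01% (detergent screen) or 0.0001% Triton X-100 was preincubated with compounds for 15 min at room temperature. Nitrocefin was then added from an 800 uM solution, and hydrolysis was followed at 480 nm.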
TbPYK inhibitor: blocks Trypanosoma brucei pyruvate kinase. 410,000 tested, 0.12% active. Q57TT1. Potency, µM (top dose mostly 76.8 µM), for inactives: at the highest dose activity, negative = inhibition, most hits filed as inhibitors. TbPYK enzyme, Kinase-Glo Plus ATP luminescence, 45 min; also: potency is read from the fitted curve at half-maximal effect; % is scaled to controls: 0 for no effect and ±100 for the full control effect; nearly all actives have a fitted effect of over 50% in size
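Activity of T. brucei pyruvate kinase was followed by Kinase-Glo Plus luminescence after the enzyme reacted 45 min at room temperature with 130 uM ADP (final) and substrate. Test compounds were added before ADP at multiple concentrations.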
Pf growth 48h: P. falciparum growth inhibition at 48 hours (one generation); P. falciparum luciferase growth in erythrocytes, 48 h; Potency, µM (series often up to 28.7 µM), for inactives: at the highest dose activity change, negative = inhibition, usual class: inhibitors; 310,000 tested, 5.9% active; also: potency is read from the fitted curve at half-maximal effect; % is scaled to controls: 0 for no effect and ±100 for the full control effect
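Erythrocytes infected with P. falciparum carrying an integrated firefly luciferase reporter (2% hematocrit, 0.1% parasitemia final) were exposed to compounds in RPMI 1640 with 0.5% Albumax at 37 C, 5% CO2. Growth inhibition was scored as reduced luminescence.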
Pf growth 96h: inhibits malaria parasite growth, 96 h; Potency, µM (highest dose often 28.7 µM), inactives show top-dose activity change, negative = inhibition, usual class: inhibitors; P. falciparum luciferase reporter growth, 96 h; 320,000 tested, 6.9% active; also: potency is read from the fitted curve at half-maximal effect; % is scaled to controls: 0 for no effect and ±100 for the full control effect
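Infected RBCs, 2% Hct / 0.05% parasitemia final; luciferase-reporter P. falciparum; cpd 96 h, 37 C, 5% CO2; luciferase detection reagent; luminescence.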
Shiga toxin inh: Shiga toxin inhibition. AID 2315. 290,000 tested, 9.2% active. inhibition, % at 38.7 µM. Vero cells, Shiga toxin protein synthesis inhibition reporter; in the data active = inhibition mostly above about 28%, no sharp cut-off; inactive = mostly below about 43%; also: 0% is about no effect
Cycloheximide cs: counter-screen hit for Shiga toxin inhibitors, cycloheximide; cell reporter, cycloheximide protein synthesis inhibition counterscreen; 300,000 tested, 12% active; max response, %; in the data active = max response mostly above about 13%, no sharp cut-off; inactive = mostly below about 14%; also: read at 38.3 µM for the half of the compounds with a filed dose; 0% is about no effect
Starred values were filed as active, the others as inactive; ? = inconclusive; . = not tested or not shown; & = joins results of further samples; [ ] = another dose, or the depositor's remark. Unless noted, calls follow the shape of the dose curve; as a rule, active = well fitted curve in the direction sought with a large enough effect; inconclusive = small, poorly fitted or top-dose-only effect, or another doubt; inactive = no such curve, though single readings can be large; an effect the other way counts as inactive or inconclusive. Hits appear at their usual frequency (roughly 22% active in at least one column).

SMILES	LmPK inh	AmpC no deterg	TbPYK inhibitor	Pf growth 48h	Pf growth 96h	Shiga toxin inh	Cycloheximide cs
Cc1nc2ccccn2c1P(=S)(N1CCCCC1)N1CCCCC1	12%	78%[activator]	-1%	.	?	-12	-3
Cc1ccc(C(OCCN(C)C)c2cccc(C(F)(F)F)c2)cc1 (centres undefined)	-3%	75%[activator]	-6%	?	?	12	-1
COc1ccc(CC(=O)Nc2ccc(S(=O)(=O)Nc3nc(C)cc(C)n3)cc2)cc1	-6%	-50%	-4%	4%	.	-13	6
CN(C)c1ccc(NC(=O)c2ccc([N+](=O)[O-])cc2Cl)cc1	-1%	-14%	2%	160%[activator]	177%[activator]	75*	46*
CC1CC(C)(C)NC(=S)N1CCC(=O)N1CCN(c2ccccc2)CC1 (centres undefined)	-11%	0%	-8%	-1%	-29%	28	-3
COc1ccc(C2=NS(=O)(=O)N(C)C(C(=O)N(C)Cc3ccccc3)=C2)cc1OC	6%	67%[activator]	-2%&8%	-23%	0%	-5	-1
COc1ccc2c(c1)Cc1sc(NC(=O)c3ccccc3)nc1-2	-1%	-5%	-12%	.	2.9µM*	145*	48*
C[C@@H]1CC=C[C@H]2[C@H]1C(=O)N(Cc1ccccc1)[C@H]2c1ccc2ccccc2c1/C=C/c1ccccc1	-6%	-24%	5%	-25%	-22%	-5	3
COc1cccc(OCCNC(=O)Nc2cc(F)c(F)cc2Cl)c1	3%	-53%	-3%	-15%[5.75 µM]	3%	-3	-4
CC(=O)c1cc2c(cc1N(C(=O)Cn1nnc3ccccc31)C(C(=O)NCCC(C)C)c1cccnc1)OCO2 (centres undefined)	5%	85%[activator]	3%	?	3%	0	-1
CCC(=O)OCc1c(C(F)(F)F)nn(C)c1Oc1cccc(C(F)(F)F)c1	-5%	26%	12%	70%[activator]	47%[activator]	32	-1
CC1=CC(C)C2C(=O)N(CCCN(C)C)C(=O)C2C1 (centres undefined)	3%	-4%	-8%	9%	.	-12	-3
c1coc(-c2nnc(-c3ccco3)nn2)c1	?	-18%	-23%	?	6.6µM*	43*	47*
CCN(CC)C(=O)C(=O)c1cccn1-c1cccc(-n2cccc2C(=O)C(=O)N(CC)CC)c1C#N	-3%	72%[activator]	7%	.	?	12	-3
O=C(NC(=S)Nc1ccccc1N1CCCC1)c1ccccc1Br	-3%	-20%	.	?	27%	4	7
CCCOc1ccc(/C=N/NC(=O)CN(c2ccc(OCC)cc2)S(C)(=O)=O)cc1	7%	62%[activator]	-22%	-24%	19%	23	12
NC(=O)N1CCC2(CC1)NC(=O)N(c1ccccc1)N2	-10%	-13%	-11%	0%	19%	-7	-3
CCSc1nnc(NC(=O)CCc2ccc(OC)cc2)s1	1%	-20%	-7%	-14%	22%	0	-2
COc1ccc(CCn2c(O)c(C=NC3CC3)c(=O)[nH]c2=O)cc1OC	-3%	-2%	-5%	23%	5%	-4	-4
Cn1c(=O)c2c(nc3n2CC(COc2ccc(Cl)cc2)O3)n(C)c1=O (centres undefined)	2%	6%	3%	-11%	?	-12	-2
Cc1ccn2cc(CCNC(=O)C3CCCCC3)nc2c1	-2%	.	1%	6%	0%	22	7
COc1ccc(C(=O)NNC(=O)CSc2nnc(C)n2C)cc1	2%	-3%	0%	33%[activator]	79%[activator]	14	4
OCC1(Cc2ccccc2C(F)(F)F)CCN(Cc2ccc3c(c2)CCO3)CC1	6%	47%	5%	12µM*	?	15	-2
Nc1c(C(=O)Nc2ccccc2F)sc2nc(-c3cccnc3)ccc12	0%	-10%	-18%	96%[activator]	31%[activator]	27	3
CCCN(C(=O)c1cccs1)c1nnc(-c2ccncc2)s1	-1%	-10%	-26%	68%[activator]	?	57*	22*
CC1CN(S(=O)(=O)c2cccc(C(=O)N(CCc3ccccc3)Cc3ccccc3)c2)CC(C)O1 (centres undefined)	.	223%[activator]	4%	2.9µM*	?	.	.
CC1CCCN(CC(O)COc2ccc3c(c2)OCO3)C1 (centres undefined)	-1%	-2%	1%	13%	-8%	16	4
Cc1ccc(C)c(C(=O)Nc2cc(C)nn2-c2nc(C)cc(C)n2)c1	-2%	-6%	-9%	13µM*	?	17	-6
Cn1c(SCC(=O)Nc2ccc(F)cc2)nc2c(c1=O)SCC2	-7%	17%	-7%	-13%	-3%	-23	16
CC(=O)c1ccc(N2C(=O)C3C4C=CC(CC4)C3C2=O)cc1 (centres undefined)	4%	-5%	8%	45%[activator]	?	10	8
CCn1c(=O)cc(OCC(=O)NCCCN2CCCC2=O)c2ccccc21	9%	-4%	-9%	?	?	-9	4
Cc1ccnc(Nc2nc3ccccc3o2)n1	22µM*	0%	?	-17%	?	0	6
CN(CC(=O)N1CCCC1)S(=O)(=O)c1ccc2ccccc2c1	-1%	13%	-4%	0%	11%	-5	-2
CC1(C)CC(=O)C2=C(C1)Nc1ccccc1NC2c1ccc2c(c1)OCO2 (centres undefined)	3%	1%	1%	1%	-27%	-4	-3
CC1=CC(C)(C)N2C(=O)C3(C(C#N)=C(N)OC4=C3C(=O)CC(C)(C)C4)c3cccc1c32 (centres undefined)	13%	-11%	.	.	20%	1	1
CCOC(=O)c1cc(CC)sc1NC(=O)COC(=O)c1ccccn1	.	-7%	-4%	?	4%	.	.
Cc1ncc(CO)c2c1Oc1nc(-c3ccccc3)nc(SCC(=O)Nc3cccc(O)c3)c1C2	8%	-20%	0%	9.3µM*	-3%	5	1
Cc1cccc(NCCC(=O)c2ccc(Br)cc2)c1	-4%	-25%	-5%	13%	34%[activator]	42	24*
CN(Cc1ccon1)C(=O)CC1C(=O)NCCN1Cc1ccc(F)c(F)c1 (centres undefined)	-3%	50%	-4%	1%	13%	-7	5
CCOc1ccc(S(=O)(=O)N2CCCCC2)cc1NC(=O)CN1CCCC1c1cccs1 (centres undefined)	.	-17%	-2%	4.7µM*	4.7µM*	.	.

Entries of single compounds, looked up by structure. Order of values: LmPK inh | AmpC no deterg | TbPYK inhibitor | Pf growth 48h | Pf growth 96h | Shiga toxin inh | Cycloheximide cs
Entry for CN(CC(=O)N1CCCC1)S(=O)(=O)c1ccc2ccccc2c1 : -1% | 13% | -4% | 0% | 11% | -5 | -2
Entry for Cc1ccnc(Nc2nc3ccccc3o2)n1 : 22µM* | 0% | ? | -17% | ? | 0 | 6
Entry for CCOC(=O)c1cc(CC)sc1NC(=O)COC(=O)c1ccccn1 : . | -7% | -4% | ? | 4% | . | .
Entry for CC1(C)CC(=O)C2=C(C1)Nc1ccccc1NC2c1ccc2c(c1)OCO2 (centres undefined) : 3% | 1% | 1% | 1% | -27% | -4 | -3
Entry for Cc1cccc(NCCC(=O)c2ccc(Br)cc2)c1 : -4% | -25% | -5% | 13% | 34%[activator] | 42 | 24*

Next section.
SMILES	LmPK inh	AmpC no deterg	TbPYK inhibitor	Pf growth 48h	Pf growth 96h	Shiga toxin inh	Cycloheximide cs
CN(C)S(=O)(=O)N1CCC(Oc2ccc(C(=O)NC3CCCCC3)cc2)CC1	-4%	0%	0%	?	13µM*	14	9
Cc1nc2ncnn2c(C)c1Cc1ccc(Cl)cc1F	-8%	-16%	-2%	0%	11%	-15	-4
Cc1ccc(-c2csc(NC(=O)CCCc3cccs3)n2)cc1	-1%	-23%	1%	5%	-9%	2	-1
O=C(NCCN1CCOCC1)c1cc(Sc2ccccc2Cl)nc2ccccc12	2%	136%[activator]	.	-6%	?	-6	4
O=C(CSc1nnc(CNC(=O)c2cccs2)o1)Nc1ccccc1C(F)(F)F	-10%	-12%	0%	16%	?	1	-2
Nn1c(SCc2cc([N+](=O)[O-])cc3c2OCOC3)nnc1-c1cccnc1	-3%	-6%	0%	?	?	10	-3
CCc1c(C(=O)N/N=C/c2cn[nH]c2-c2ccc(F)cc2)csc1C	1%	16µM*	2%	3%	-7%	15	10
CC(OC(=O)C1CSC2(c3ccc(F)cc3)CCC(=O)N12)C(=O)NC(N)=O (centres undefined)	1%	0%	26%	8%	4%	0	5
CC(=O)c1cccc(NC(=O)CSCc2ccc(Br)cc2)c1	1%	-27%	5%	-7%	-8%	-4	-1
Cc1ccc(N(CC(=O)Nc2ccc3c(c2)OCCO3)S(=O)(=O)c2c(C)n[nH]c2C)cc1	-1%	-7%	2%	?	?	37	-3
CCOc1ccc(Nc2ccc(S(=O)(=O)N3CCN(C)CC3)cc2[N+](=O)[O-])cc1OCC	.	225%[activator]	-14%	12µM*	?	.	.
CC(=O)c1ccc(S(=O)(=O)N(CC(=O)NC2CC2)Cc2ccc(F)cc2)cc1	.	-12%	1%	-8%	15%	.	.
Cc1ccc(C(=O)Cn2c(=N)n(N)c3ccccc32)cc1	-1%	2%	2%	57%[activator]	293%[activator]	81*	46*
O=C(Nc1ccc(Cc2ccncc2)cc1)C1CC1	3%	-41%	0%	-10%	-18%	27	-1
COc1cccc(CN2CCN(C(=O)c3cc(-c4cccnc4)nc4ccc(C)cc34)CC2)c1	-1%	190%[activator]	-3%	9.3µM*	?	-18	-2
O=C1CCC(C(=O)Nc2cc(C(F)(F)F)ccc2-n2cncn2)=NN1	4%	-18%	1%	?	?	17	-2
CC(/C=C/c1ccccc1)=N/NC(=O)c1nc2nc(C)cc(C)n2n1	-11%	-18%	-11%	29%	58%[activator]	29	1
O=c1[nH]c(=S)[nH]c2c1C(c1ccc(Br)cc1)c1c([nH]c(=S)[nH]c1=O)O2	0%	-41%	?	30%	6%	-6	0
CC1=C(C(=O)Nc2ccccc2F)C(c2ccsc2)C2=C(CC(c3ccccc3)CC2=O)N1 (centres undefined)	1%	-16%	-3%	?	?	-10	8
CCN1C(=O)N[C@@H](c2ccc(Br)cc2)C(C(=O)OC)=C1C	-2%	31%	-1%	?	-24%	-9	-3
N#CCSc1nnc(SCC#N)s1	2%	-20%	-9%	0%	-28%	3	-3
COc1nonc1NC(=O)CSc1nc2ccccc2[nH]1	3%	-24%	-11%	84%	?	14	5
Nc1c(N)c2ccccc2oc1=O	-3%	-14%	6%	.	1%	-3	15
CCN(CC)CCCNC(=O)c1cc(-c2cccc(Cl)c2)on1	4%	0%	-7%	?	23%	-7	1
CCn1c(SCC(=O)Nc2sc3c(c2C(N)=O)CCC(C)C3)nnc1-c1ccco1 (centres undefined)	-5%	-4%	-12%	21%	-10%	16	6
Cn1c(N)c(C(=O)Nc2ccc3ccccc3c2)sc1=S	-4%	-25%	-16%	161%[activator]	91%[activator]	57*	43*
CCC(C)(C#CCN1CCCCC1)OC(C)=O (centres undefined)	-3%	8%	-8%	?	?	-15	-2
CC1(C)NC(=O)N(CC(=O)OCC(=O)c2ccc(F)cc2)C1=O	.	-10%	-3%	-2%	33%[activator]	.	.
CCN(CC)c1ccc(N=Cc2ccccc2[N+](=O)[O-])cc1	-10%	-23%	-23%	2.3µM*	-104%	12	-2
CSCCC(NC(=O)OC(C)(C)C)C(=O)NC(CC(C)C)C(N)=O (centres undefined)	-2%	-8%	-5%	8%	29%	-5	-1
